Screening data as filed in PubChem BioAssay.
HUVEC prolif 384: human endothelial cell proliferation inhibition; viability, % at 10 µM (by protocol); HUVEC proliferation, CellTiter-Glo luminescence, 72 h; active compounds read low; actives 1.1% (n = 86,000);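 active means viability at or below 30%; inactive means viability above 30%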;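 further: 100% = median luminescence of DMSO-only cell control wells on each plate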
S1P2 blocker: antagonists of human S1P2 receptor. O95136. cell-based S1P2 antagonist assay, inhibition at 5 uM. inhibition, % at 5 µM. actives 0.21% (n = 97,000). AID 736; in the data active means inhibition above about 45%;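 further: CRE beta-lactamase reporter cells expressing human S1P2 stimulated with S1P; 0% = agonist at EC80 alone and 100% = agonist plus reference antagonist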
LYP act: activators of human LYP (PTPN22) phosphatase; recombinant LYP, DiFMUP fluorescence; 0 = plate median, 100 = signal doubled; activation, % at 2 µM; actives 0.11% (n = 96,000);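 active means activation at 2 µM above a set limit, the mean plus 5 SD, cut at about 37% in these data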
Target sequence (Q9Y2R2 whole entry, looked up): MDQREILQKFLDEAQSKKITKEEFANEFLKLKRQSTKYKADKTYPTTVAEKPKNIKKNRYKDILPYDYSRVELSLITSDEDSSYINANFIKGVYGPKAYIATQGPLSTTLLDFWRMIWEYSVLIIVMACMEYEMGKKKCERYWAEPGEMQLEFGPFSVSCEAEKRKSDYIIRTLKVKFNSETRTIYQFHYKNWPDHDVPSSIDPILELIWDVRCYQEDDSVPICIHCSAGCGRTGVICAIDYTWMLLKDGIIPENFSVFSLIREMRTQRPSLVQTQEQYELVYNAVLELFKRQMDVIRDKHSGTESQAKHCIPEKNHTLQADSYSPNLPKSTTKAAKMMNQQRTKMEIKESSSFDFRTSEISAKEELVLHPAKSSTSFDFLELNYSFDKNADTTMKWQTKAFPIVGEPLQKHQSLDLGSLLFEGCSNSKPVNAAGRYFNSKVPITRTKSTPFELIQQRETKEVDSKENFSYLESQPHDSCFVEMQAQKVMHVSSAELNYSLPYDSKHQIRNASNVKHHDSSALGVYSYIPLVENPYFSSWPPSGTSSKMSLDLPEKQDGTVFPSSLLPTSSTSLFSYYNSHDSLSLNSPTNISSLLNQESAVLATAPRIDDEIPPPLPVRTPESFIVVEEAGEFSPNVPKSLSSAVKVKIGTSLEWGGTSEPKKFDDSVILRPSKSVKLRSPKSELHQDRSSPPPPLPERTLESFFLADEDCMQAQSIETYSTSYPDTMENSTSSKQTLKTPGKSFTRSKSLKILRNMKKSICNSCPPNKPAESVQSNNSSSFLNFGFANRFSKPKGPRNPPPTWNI
H69AR inhibit: blocks growth of human H69AR lung tumor cells; H69AR lung tumor viability, ATP luminescence, 72 h; active compounds read low; AID 598; viability, % at 10 µM; actives 6% (n = 85,000);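 active means viability at or below 40%; inactive means viability above 40%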;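 further: multidrug resistant small cell line overexpressing MRP-1 efflux transporter; 100% = mean luminescence of untreated control wells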
sEH inhibitor: blocks human soluble epoxide hydrolase activity. P34913. recombinant human sEH enzymatic activity assay. inhibition, % at 2 µM. actives 0.34% (n = 91,000); in the data active means inhibition above about 80%; further: values of inactives mirror those of a sister screen read the other way; many of its hits are not listed in these tables
Fibroblast inh: blocks proliferation of human lung fibroblasts | actives 1.1% (n = 85,000) | LL 47 human lung fibroblast viability, ATP luminescence; active compounds read low | viability, % at 10 µM;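 active means viability at or below 50% in the single dose screen; inactive means viability above 50%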;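 further: compound exposure lasted 72 h before the ATP readout; 100% = median luminescence of untreated cell-only wells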
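Assay system: human lung fibroblast line LL 47, low passage. Input: 1,150 fibroblasts seeded per well. Times: overnight cell rest, 72 h compound treatment at 37 °C. Evaluation: % viability of median cell-only signal. Technique: luminescent ATP detection, CellTiter-Glo. Control set: cell-only wells, no compound.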
PostGolgi ctrl: growth of the yeast control strain, post-Golgi counter-screen | inhibition, % at 10 µM | efflux-deficient yeast background strain, growth absorbance A615, 16 h | actives 5% (n = 98,000); in the data active means inhibition above about 30%
S1P2 ag: agonists of human S1P2 receptor | O95136 | S1P2-expressing cell line, agonist reporter read-out | activation, % at 4.5 µM | actives 0.46% (n = 97,000) | AID 729; in the data active means activation above about 16%;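 further: 0% = vehicle low control and 100% = maximal reference agonist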
sEH activator: increases human soluble epoxide hydrolase activity | actives 0.04% (n = 91,000) | P34913 | activation, % at 2 µM | purified human sEH enzymatic activity, activator screen; in the data active means activation above about 37%; further: values of inactives mirror those of a sister screen read the other way
The depositor's hits bear a star; x = no result given.

SMILES	HUVEC prolif 384	S1P2 blocker	LYP act	H69AR inhibit	sEH inhibitor	Fibroblast inh	PostGolgi ctrl	S1P2 ag	sEH activator
O=C(CN1C(=O)c2ccccc2C1=O)N1CCN(C(=O)c2ccco2)CC1	94.5	-9.3	6.2	103.4	-7.8	113.4	14.9	0.2	8.1
O=C(C1CCN(S(=O)(=O)c2cccnc2)CC1)N1CCN(C2CCCC2)CC1	90.2	-7.3	-1.0	99.0	7.5	94.6	9.6	-0.7	-5.0
COc1ccc(C2=NOC(C(=O)NCC(C)C)C2)cc1 (configuration not stated)	87.5	10.0	0.3	96.1	8.1	97.3	-2.8	-2.4	-8.1
Cc1cc(S(=O)(=O)NCCCN2CCOCC2)ccc1F	98.7	21.2	4.2	108.5	-8.9	x	4.5	-4.2	9.0
CCn1c(SCc2ccc(F)cc2)nnc1C1CCN(S(=O)(=O)c2ccc(OC)cc2)CC1	x	25.0	-8.4	x	0.2	x	-4.8	-6.5	0.8
COC(=O)c1cn(C(=O)c2ccccc2F)nc1N	91.1	7.3	-9.8	107.1	-13.1	96.9	-0.8	-5.0	15.3
c1ccc(C(c2ccccc2)c2nc(-c3cccnc3)no2)cc1	x	9.4	7.2	x	-9.9	x	17.2	-3.4	7.7
COc1cnc(-c2ccccc2)nc1Oc1ccccc1C	x	6.7	-4.6	x	-1.1	x	5.2	-5.6	3.7
Cc1ccc2c(c1)c1c(n2C)C(=O)CCC1	89.0	-13.6	-4.2	94.2	2.5	97.4	6.9	-12.8	-3.0
CCn1c(-c2ccco2)n[nH]c1=S	98.7	0.8	-3.5	99.4	-14.7	99.9	-5.5	-4.2	14.1
O=C(Nc1ccccc1-c1nc2ccccc2s1)c1ccco1	46.4	-9.5	10.2	37.2*	-15.9	82.8	13.0	-1.4	15.5
C=CCn1c(SCC(=O)Nc2c(C)nn(Cc3ccccc3)c2C)nnc1C(O)c1ccccc1 (configuration not stated)	95.0	1.8	42.8*	100.6	-7.3	97.7	12.8	-4.2	5.4
CC(C)CN(C(=O)c1nn(C)c(=O)c2ccccc12)c1nc2ccccc2s1	109.9	-48.3	3.0	83.8	1.2	90.0	16.6	1.0	0.2
COc1ccc(OC)c(NC(=O)C2C3CCC(O3)C2C(=O)O)c1 (configuration not stated)	76.1	-10.1	0.6	86.1	10.8	105.1	12.8	-2.6	-11.3
Cc1ccc(S(=O)(=O)C2(C(=O)Nc3ccc4c(c3)OCO4)CC2)cc1	88.6	x	x	84.8	x	97.3	-0.3	x	x
COCCNC(=S)NC12CC3CC(CC(C3)C1)C2	100.9	7.5	-1.5	91.3	12.1	89.1	19.2	-4.2	-13.3
O=C(Oc1ccc(/C=N/O)cc1)c1ccccc1	100.8	17.0	6.0	92.2	-14.3	90.3	30.5*	-0.7	15.5
CCc1nc2ccccc2c2nc3ccccc3n12	81.8	-6.1	7.0	50.1	-3.1	84.7	24.5	1.6	3.3
Cc1cccnc1NC(=O)C1CCN(S(=O)(=O)c2cccs2)CC1	96.6	-19.3	0.9	85.3	-8.6	103.9	12.6	-2.5	10.7
CCOC(=O)C(CSCC(=O)c1ccc(Cl)cc1)NC(=O)OC(C)(C)C (configuration not stated)	88.8	-5.2	1.0	95.5	-4.3	85.5	-7.7	-8.8	2.3
CCOC(=O)c1cc(C)n(S(=O)(=O)c2ccc(C)cc2)c1C	x	15.3	-6.9	x	-3.8	x	0.8	-5.2	5.4
O=C(CCCn1c(=S)[nH]c2ccc(Br)cc2c1=O)N1CCN(c2ccccn2)CC1	61.7	-13.2	5.8	56.8	4.3	100.3	14.2	-3.2	-6.5
Cn1c(-c2cc3c(C(F)(F)F)nn(C)c3s2)n[nH]c1=S	x	-13.1	4.7	x	0.7	x	15.2	-8.2	1.6
CCCCOC(=O)CCc1n[nH]c(=O)[nH]c1=O	100.1	10.1	1.6	94.5	-0.7	93.0	12.2	-7.9	3.8
Cc1ccc(S(=O)(=O)N2CCN(S(=O)(=O)N3CCOCC3)CC2)c(C)c1	92.3	0.0	-9.7	98.9	1.1	101.6	18.9	-2.6	-3.0

Continuation.
SMILES	HUVEC prolif 384	S1P2 blocker	LYP act	H69AR inhibit	sEH inhibitor	Fibroblast inh	PostGolgi ctrl	S1P2 ag	sEH activator
COc1ccc(S(=O)(=O)N2CCCC2C(=O)NCc2cccs2)cc1 (configuration not stated)	103.9	-2.8	-3.1	87.5	-12.0	103.8	-0.5	-2.6	10.5
OCCCCNCc1ccc(OCc2ccc(Cl)cc2)cc1	x	28.7	-2.3	x	-10.2	x	24.6	-6.7	11.5
CCCCn1c(SCC(=O)Nc2cc(C)[nH]n2)nc2ccsc2c1=O	101.7	8.4	2.5	67.5	x	91.9	7.7	-3.2	x
Clc1ccc2c(c1)C=Nc1c(NCc3ccccc3)ncnc1O2	96.4	-7.8	7.1	82.9	-3.3	96.6	-2.5	-4.5	7.0
CCN(CC)S(=O)(=O)c1ccc(C(=O)N2CCN=C2SCc2cccnc2)cc1	93.2	11.4	-8.6	81.7	-23.6	90.0	-9.4	-10.3	22.9
Cc1ccc(S(=O)(=O)NCCCN(C)C)cc1	102.4	7.2	-7.0	91.1	-3.1	x	7.0	-2.2	1.8
COc1cccc(-c2csc(N3CCN(C(=O)Nc4ccc(F)cc4)CC3)n2)c1	65.0	32.8	2.1	82.7	16.8	87.6	x	-5.4	-15.6
c1ccc(CN2CCN(c3nc4ccccc4n4cnnc34)CC2)cc1	91.0	-17.2	2.2	78.7	6.6	93.7	34.0*	-1.8	-4.5
Cc1ccc(/C(O)=C2/C(=O)C(=O)N(Cc3ccco3)C2c2cccs2)cc1 (configuration not stated)	99.9	1.6	3.8	99.9	-1.2	95.8	-0.8	-0.9	4.0
OCCN=Cc1c(O)[nH]c2ccccc12	97.5	-2.3	2.0	73.7	-1.7	92.5	-0.8	-6.2	1.6
COc1ccc(C)cc1NC(=O)C12CCC(C)(C(=O)O1)C2(C)C (configuration not stated)	91.7	-13.2	-0.9	99.4	-0.9	112.4	17.2	-4.9	3.3
O=C(C1CC1)N1CCc2cc(Br)cc(S(=O)(=O)NCC3COc4ccccc4O3)c21 (configuration not stated)	96.4	x	x	86.3	x	97.4	13.2	x	x
CC(Oc1ccc2ccccc2c1)C(=O)NNC(=S)NC(=O)c1ccco1 (configuration not stated)	x	-20.1	4.4	x	-2.4	x	96.2*	-1.9	3.6
Cc1ccc(C(=O)N(Cc2nc(-c3ccc(C)cc3)no2)C(C)C)cc1	107.5	-3.6	7.8	90.3	-2.2	92.2	7.5	-1.9	1.5
CCOCCCNC(=O)C1CCC(CNS(=O)(=O)c2ccc(F)cc2)CC1 (configuration not stated)	92.2	-6.6	5.0	93.4	x	96.1	-2.0	-10.2	x
Cc1ccc(-c2nnc3sc(CCc4ccccc4)nn23)cc1	94.5	11.1	-8.8	x	3.7	103.0	30.2*	-5.9	-8.8
COc1ccc(C(CC(=O)O)NS(=O)(=O)c2ccc(C)cc2)cc1 (configuration not stated)	94.6	0.7	11.5	104.7	3.0	101.6	-0.1	-4.0	-2.5
Cc1cccc(NC(=O)C(C)N2C(=O)C3C4CC(C(Br)C4Br)C3C2=O)c1 (configuration not stated)	x	-8.9	4.0	x	-4.2	x	10.2	-2.1	4.2
CCOC(=O)c1c(C)[nH]c(C)c1C(=O)COC(=O)c1cccc(S(=O)(=O)NC)c1	94.1	3.5	-4.3	76.9	-2.1	96.5	-11.5	-9.7	3.9
O=C(CNC(=O)c1ccco1)OCc1ccc(C(=O)Oc2ccccc2)cc1	105.7	9.7	2.3	99.7	-8.5	101.3	11.1	-4.1	12.4
COCCn1cc(C(=O)N2CCC(C)CC2)c2c3ccccc3n(C)c2c1=O	88.6	9.9	7.3	72.6	0.7	104.0	21.8	-0.5	-2.4
CC(=O)OC1CC(C)(C)N(OC(=O)c2ccccc2)C(C)(C)C1	96.9	x	x	103.8	x	101.0	-3.6	x	x
Cc1nc(SCN2C(=O)c3ccccc3C2=O)n[nH]1	112.1	x	x	80.5	x	105.3	2.5	x	x
Cc1ccc(SCc2nc3ccccc3[nH]2)cc1	x	7.4	3.6	x	-5.5	x	4.3	-1.1	8.0
Nc1c2c(nc3ccccc13)N(C1CCCCC1)CC2	97.3	x	x	97.3	x	97.7	14.1	x	x

The final seven records of the part before lead into the next.
SMILES	HUVEC prolif 384	S1P2 blocker	LYP act	H69AR inhibit	sEH inhibitor	Fibroblast inh	PostGolgi ctrl	S1P2 ag	sEH activator
CCOC(=O)c1c(C)[nH]c(C)c1C(=O)COC(=O)c1cccc(S(=O)(=O)NC)c1	94.1	3.5	-4.3	76.9	-2.1	96.5	-11.5	-9.7	3.9
O=C(CNC(=O)c1ccco1)OCc1ccc(C(=O)Oc2ccccc2)cc1	105.7	9.7	2.3	99.7	-8.5	101.3	11.1	-4.1	12.4
COCCn1cc(C(=O)N2CCC(C)CC2)c2c3ccccc3n(C)c2c1=O	88.6	9.9	7.3	72.6	0.7	104.0	21.8	-0.5	-2.4
CC(=O)OC1CC(C)(C)N(OC(=O)c2ccccc2)C(C)(C)C1	96.9	x	x	103.8	x	101.0	-3.6	x	x
Cc1nc(SCN2C(=O)c3ccccc3C2=O)n[nH]1	112.1	x	x	80.5	x	105.3	2.5	x	x
Cc1ccc(SCc2nc3ccccc3[nH]2)cc1	x	7.4	3.6	x	-5.5	x	4.3	-1.1	8.0
Nc1c2c(nc3ccccc13)N(C1CCCCC1)CC2	97.3	x	x	97.3	x	97.7	14.1	x	x
NC(=O)c1ncc(C(F)(F)F)cc1Oc1cccc(F)c1	91.0	4.2	-3.3	99.4	0.5	98.0	3.9	-3.2	-3.3
CCCCC(=O)C1=C(N2CCCC2)CC(C)(C)CC1=O	95.3	-11.1	-3.9	92.2	-7.6	92.0	x	-4.4	11.2
CNc1cc(-n2nc(C)cc2-c2ccccc2)ncn1	92.9	-5.5	-2.6	92.9	-1.3	95.7	0.5	0.1	-0.6
COc1ccccc1Cn1c(CCCO)nc2ccccc21	85.2	8.1	-1.3	84.5	7.5	94.6	0.1	-2.3	-8.1
Clc1ccc2nc(CSc3nncn3-c3ccccc3)cn2c1	101.5	24.4	-14.9	98.6	-6.6	100.6	6.4	-5.3	10.5
Cc1nn(C)cc1CNC(=O)Nc1ccc(Cl)cc1	99.1	-5.9	1.0	90.8	25.1	x	x	-0.6	-24.2
COc1ccccc1NC(=O)c1nn(-c2ccc(OC(F)(F)F)cc2)ccc1=O	x	-4.5	-10.2	x	9.2	x	5.7	-1.3	-7.1
CCOc1ccccc1CN(Cc1ccco1)S(=O)(=O)c1ccc(-n2cnnn2)c(OC)c1	x	-3.0	11.1	x	-17.8	x	18.3	-7.5	21.1
O=C(CN1C(=O)NC2(CCCCCC2)C1=O)Nc1ccc(S(=O)(=O)N2CCOCC2)cc1	104.3	2.8	-8.0	88.2	23.6	106.2	-2.1	-6.2	-22.0
COc1cc(C2C(C#N)=C(N)Oc3n[nH]c(C)c32)ccc1OC(=O)c1ccccc1 (configuration not stated)	x	0.9	4.8	x	-11.5	x	5.4	-2.2	12.5
C=C(c1ccc(O)cc1)c1ccc(O)cc1	86.2	-8.2	3.0	22.6*	5.2	x	8.8	-7.1	-7.6
CN1C(=O)c2ccccc2C(C(=O)NCCCN2CCCC2=O)C1c1c[nH]c2ccccc12 (configuration not stated)	103.2	-16.1	-3.0	90.2	-1.1	95.0	15.6	-1.5	2.5
Brc1ccc(-c2cn3cccnc3n2)cc1	94.2	-0.2	-16.5	99.8	-1.2	95.8	4.5	-3.8	1.1
Cc1ccccc1NC(=O)CSC(N)=O	45.2	20.5	-10.2	59.6	x	111.0	0.9	-6.6	x

A portion of the library; count on the stated rates, not on these rows.
